# Screening results from PubChem.
# MCF10A rereplic – A quantitative high throughput screen for small molecules that induce DNA re-replication in MCF 10a normal breast cells | MCF 10A DNA re-replication, Hoechst nuclear intensity, 48 h | Potency, µM (highest dose often 46.1 µM), for inactives: at the top dose activity, positive = re-replication, actives largely listed as activators | hit rate 2.9% among 350,000 | AID 624296, 2012; note: potency is the fitted concentration of half-maximal effect; % of control where 0% means no effect; nearly all actives have a fitted effect of over 50% in size
# S2 tox – Viability Counterscreen for Primary qHTS for Inhibitors of ATXN expression | Potency, µM (series often up to 56.7 µM), actives largely listed as cytotoxic | S2 cells (HEK-293 line with an ATXN2-luciferase reporter) viability, CellTiter-Fluor protease fluorescence, 24 h | hit rate 0.49% among 400,000; note: potency is the fitted concentration of half-maximal effect; nearly all actives have a fitted effect of over 40% in size
# Nrf2 block – Nrf2 qHTS screen for inhibitors; Potency, µM (doses to about 46 µM), for the others: top-dose activity change, negative = inhibition, actives largely listed as inhibitors; hit rate 2.1% among 360,000; A549 ARE-Fluc reporter, luciferase luminescence, 18-24 h; note: potency is the fitted concentration of half-maximal effect; % is set by controls: 0 for no effect and ±100 for the full control effect; nearly all actives have a fitted effect of over 60% in size
#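 A549 ARE_Fluc cells (5000/well, 5% FBS OPTI-MEM) pre-incubated 2 h, then treated with compounds 18-24 h at 37C/5% CO2 in concentration-response. CellTiter-Fluor viability read first; BugLite luciferase luminescence after 15 min at room temperature gives Nrf2 activity.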
# A549 viability – Nrf2 qHTS screen for inhibitors: counterscreen for cytotoxicity; hit rate 0.16% among 390,000; A549 ARE-Fluc cells, CellTiter-Fluor viability, 18-24 h; Potency, µM (doses to about 46 µM), for inactives: top-dose activity change, negative = cytotoxicity, hits mostly inhibitors; note: potency is the fitted concentration of half-maximal effect; % is set by controls: 0 for no effect and ±100 for the full control effect
#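 A549 ARE_Fluc cells in 5% FBS OPTI-MEM were exposed to compounds in concentration-response for 18-24 h at 37 deg C. Viability was read by CellTiter-Fluor fluorescence (Ex 405/Em 525) after 30 min, before the luciferase read.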
# ATXN2 expr inh – Primary qHTS for Inhibitors of ATXN expression. HEK-293 ATXN2-luciferase reporter, luminescence, 24 h. Potency, µM (highest dose often 57 µM), inactives show top-dose activity change, negative = inhibition, usual class: inhibitors. hit rate 0.72% among 360,000. AID 1745845, 2022; note: potency is the fitted concentration of half-maximal effect; % is set by controls: 0 for no effect and ±100 for the full control effect; nearly all actives have a fitted effect of over 55% in size
#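 ATXN2-luciferase reporter cells (luciferase flanked by upstream and downstream ATXN2 gene portions) were treated 24 h at 37 °C with compounds at up to 57 uM. SteadyGlo luminescence gave expression; GF-AFC fluorescence gave viability.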
# TGFb SMAD3 inh – qHTS for Inhibitors of TGF-b; HepG2 CAGA-GFP TGF-b/SMAD3 reporter, GFP fluorescence, 18 h; TGF-beta stimulated, 500 pg/mL final; hit rate 1.2% among 410,000; Potency, µM (top dose mostly 46.1 µM), for inactives: at the top dose activity, negative = inhibition, hits mostly inhibitors; AID 588855, 2011; note: potency is the fitted concentration of half-maximal effect; % is set by controls: 0 for no effect and ±100 for the full control effect; nearly all actives have a fitted effect of over 65% in size
#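 Using HEPG2 CAGA-GFP reporter cells at 1000 cells/well, we pinned test compounds, stimulated with recombinant TGF-beta (500 pg/mL final) and measured total well GFP after 18 h.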
# Nrf2 ARE act – qHTS of Nrf2 Activators; AREc32 ARE-luciferase reporter (MCF7-derived line), luminescence, 24 h; Potency, µM (top dose mostly 46.1 µM), for the others: top-dose activation, actives largely listed as activators; hit rate 0.31% among 410,000; AID 624171, 2012; note: potency is the fitted concentration of half-maximal effect; % of control where 0% means no effect; nearly all actives have a fitted effect of over 65% in size
#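 Luminescent ARE reporter assay in AREc32_Fluc cells: overnight plating at 37 deg C, 24 hr compound incubation, Steady-Glo added, 30 min RT before reading.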
# IL1B secr inh – qHTS for Inhibitors of Inflammasome Signaling: IL-1-beta AlphaLISA Primary Screen; hit rate 4.7% among 360,000; activity change, % at 57.5 µM; THP-1 LPS/ATP IL-1B secretion, AlphaLISA, 16 h; stronger effect = lower value; in the data active = activity change below about -50%; inconclusive = mostly about -30% to -49%; note: % is set by controls: 0 for no effect and ±100 for the full control effect
#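 Secreted IL-1B measured by AlphaLISA bead assay after 16 h compound exposure of THP-1 cells; compounds (final up to 57.5 uM) added 1 h before LPS (250 ng/mL) and ATP (1.25 mM) stimulation; lower signal means less secretion.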
# HepG2 viability – qHTS for Inhibitors of TGF-b: Cytotox Counterscreen | Potency, µM (titrated, usually from 46.1 µM), for the others: top-dose activity change, negative = cytotoxicity, usual class: cytotoxic | hit rate 0.76% among 410,000 | HepG2 CAGA-GFP viability, ATP luminescence, 18 h; note: potency is the fitted concentration of half-maximal effect; some results filed as inactive show a strong effect at the top dose
#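 HepG2 CAGA-GFP cells (1000/well, DMEM with 1% FBS) received compound, then TGF-beta at 500 pg/mL final, and were incubated 18 hours at 37 degrees C. Viability was read by CellTiter-Glo luminescence. Media-only wells were set as complete cell-killing and DMSO as no toxicity.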
# An asterisk follows results filed as active; i = inactive; ? = inconclusive; nt = not tested or not shown; & = joins results of further samples; [ ] = another dose, or the depositor's remark. Unless noted, calls come from the whole dose curve; as a rule, active = well fitted curve in the direction sought with a large enough effect; inconclusive = small, poorly fitted or top-dose-only effect, or another doubt; inactive = no such curve, though single readings can be large; an effect the other way counts as inactive or inconclusive.
SMILES,MCF10A rereplic,S2 tox,Nrf2 block,A549 viability,ATXN2 expr inh,TGFb SMAD3 inh,Nrf2 ARE act,IL1B secr inh,HepG2 viability
COc1cccc(NC(=O)C(NC2CCCC2)c2ccccc2)c1 (stereo not given),?,i,-12%,-10%,-23%,2%,0.5%,13,-3%
Cc1cccc(-n2cnc(C(=O)O)c2)n1,5%,i,-4%,-4%,8%,1%,-0.3%,30,3%
CNc1cncc(-c2ccc(F)cc2F)n1,nt,i,nt,nt,30%,24%,-0.1%,?,8%
Cc1cc(Br)ccc1NC(=O)c1ccc(NS(=O)(=O)c2c(C)noc2C)cc1,nt,i,?,10%,-10%,0%,-0.2%,nt,-6%
CCCCOc1ccc(C(=O)NCC(=O)NC2CC2)cc1,2%,i,13%,-14%,-4%,-5%,-0.4%,14,-23%
O=C(Cc1ccc([N+](=O)[O-])cc1)OCc1c(F)cccc1Cl,8%,i,5%,2%,-10%,4%,-0.2%,-4,19%
COCCCNC(=O)C[C@H]1C[C@H](C(=O)N2CCCCC2)[C@@]2(C)c3[nH]c4cc(-c5ccco5)ccc4c3CCN2C1=O,?,i,-1%,-2%,-15%,?,5.0%,-12,-22%
CCCCc1nc2cc(C(=O)N(C)C3CCOCC3)ccc2o1,0%,i,28%,0%,48%[activator],-4%,0.1%,9,1%
O=C(Nc1nnc(C2CC2)s1)c1ccco1,-2%,i,?,0%,13%,-5%,10%,-16,-16%
Cc1noc(C(=O)Nc2ccc3c(c2)OCO3)c1Cl,0%,i,?,-4%,27%,7%,7.6%,-3,-20%
CN(C)C(=S)Nc1ccc2c(c1)OCCO2,0%,i,23%,13%,25%,14%,2.1%,9,9%
COc1ccc(N2C(=NC(=O)CC3CCCCC3)SC3CS(=O)(=O)CC32)cc1 (stereo not given),1%,i,7%,0%,12%,2%,-0.7%,31,2%
Cc1ccc(CONC(=O)c2ccccc2)cc1,-3%,i,?,0%,3%,17%,0.3%,-17,13%
COc1cc(Cl)c(C)cc1NC(=O)NC1COc2ccccc2C1 (stereo not given),nt,nt,nt,-1%,nt,-26%,-0.1%,nt,-13%
O=C(O)Cn1c(P(=O)(O)c2ccccc2)nc2ccccc21,0%,i,4%,-6%,7%,4%,0.5%,11,9%

# Complete entries, looked up by structure:
# Cc1ccc(CONC(=O)c2ccccc2)cc1 as listed: MCF10A rereplic = -3%; S2 tox = i; Nrf2 block = ?; A549 viability = 0%; ATXN2 expr inh = 3%; TGFb SMAD3 inh = 17%; Nrf2 ARE act = 0.3%; IL1B secr inh = -17; HepG2 viability = 13%
# CCCCc1nc2cc(C(=O)N(C)C3CCOCC3)ccc2o1 as listed: MCF10A rereplic = 0%; S2 tox = i; Nrf2 block = 28%; A549 viability = 0%; ATXN2 expr inh = 48%[activator]; TGFb SMAD3 inh = -4%; Nrf2 ARE act = 0.1%; IL1B secr inh = 9; HepG2 viability = 1%

# Next section
SMILES,MCF10A rereplic,S2 tox,Nrf2 block,A549 viability,ATXN2 expr inh,TGFb SMAD3 inh,Nrf2 ARE act,IL1B secr inh,HepG2 viability
Clc1ccc2[nH]c3c(NCCCN4CCOCC4)ncnc3c2c1,?,i,4%,0%,-13%,1%,4.0%,-90*,-35%
N#CCC(=O)N/N=C/c1cc([N+](=O)[O-])ccc1N1CCCC1,2%,i,4%,-12%,3%,9%,4.1%,-18,-2%
COc1ccc(/C=C2\Cc3ccccc3C2=O)cc1OC,28%,i,4%,1%,nt,-9%,-0.2%,-1,1%
CCOC(=O)C1CCN(C(=O)Cn2cnc3sc(C)c(S(=O)(=O)N4CCC(C)CC4)c3c2=O)CC1,-8%,i,3%,-5%,-6%,-1%,-0.4%,-10,7%
CC(=O)c1cccc(NC(=O)CN2CCN(Cc3ccccc3)CC2)c1,-2%,i,3%,-2%,-3%,-13%,0.6%,9,0%
COc1ccc(CN2C[C@H]3CON(C)[C@H]3C[C@H]2c2ccc(-c3ccccc3)cc2)cc1,nt,i,nt,nt,-13%,11µM*,4.1%,-2,-25%
Cc1cc(Cl)cc(C)c1OCCCCCn1ccnc1,?,i,-1%,15%,?,?,3.6%,-91*,-46%
COC(=O)C1=C(N)Oc2cc(C)n(Cc3ccncc3)c(=O)c2C1c1cccnc1 (stereo not given),4%,i,12%,7%,-9%,0%,0.2%,17,0%
COc1cc(O)c(C(CC(=O)N2CCOCC2)c2ccc3c(c2)OCO3)c(OC)c1 (stereo not given),19%,i,14%&-3%,2%&3%,6%,-17%&-9%,0.0%,-7,2%&-11%
O=C(CN1CCC(NC(=O)c2ccco2)CC1)Nc1ccccc1C(F)(F)F,-9%,i,9%,-7%,-8%,22%,-0.1%,12,3%
CC(/C=C/c1ccccc1)=N\NC(=O)CCc1ccccc1,-9%,?,5%,0%,6%,1%,0.7%,0,-5%
O=C(Nc1ccc(S(=O)(=O)N2CCOCC2)cc1)C1CCN(S(=O)(=O)c2ccc(F)cc2)CC1,29%,i,?,-5%,-11%,-7%,0.7%,-12,9%
S=c1[nH]nc(-c2ccco2)n1C1CCCCC1,6%,i,-7%,7%,4%,13%,-0.9%,17,9%
COc1ccc(Cn2c(SCc3ccc(C(=O)NC4CCCC4)cc3)nc3cccnc32)cc1,nt,i,-30%,14%,-10%,-14%,0.2%,nt,-34%
COC1=C/C(=C/c2c(O)c(C#N)c3ccccn23)C=CC1=O,1%,i,11%,-5%,nt,2%,?,63,-7%
COc1ccc(CNC(=O)C/C(C)=N/NC(=O)c2ccc([N+](=O)[O-])cc2Cl)cc1,-1%,nt,?,4%,4%[11.3 µM],0%,-0.4%,-2,-1%
O=C(COc1ccc(F)cc1)c1c(O)cc(O)cc1O,-3%,i,3%,13%,nt,5%,2.2%,1,3%
CCN(CC(=O)Nc1ccc(NC(C)=O)cc1)C(=O)COc1ccccc1-c1ccccc1,-6%,?,-6%,2%,?,8%,2.1%,-6,-13%
O=S(=O)(Cc1ccccc1)Nn1cnnc1,-6%,i,nt,-4%,5%,0%,-0.3%,16,-3%
CCCOc1ccc(CSC2=NCCN2)cc1[N+](=O)[O-],-2%,i,12%,-2%,0%,10%,0.3%,-8,1%
COc1ccc(C(=O)Oc2ccc(C3NC(=O)c4c(sc5c4CCN(C)C5)N3)cc2OC)cc1 (stereo not given),nt,nt,2%,4%,nt,2%,5.8%,nt,-13%
Cc1ccc(C(=O)COC(=O)c2ccc3c(c2)C(=O)N(c2cccc4ncccc24)C3=O)cc1C,16µM*,i,-17%,-13%,-16%,22%,-0.6%,-1,-7%
CCOC(=O)CNc1ncc(C(F)(F)F)cc1Cl,0%,i,26%,-6%,-14%[11.3 µM],6%,-0.6%,5,12%
O=C(Nc1ccccc1F)c1oc2ccccc2c1NC(=O)C1CC1,2%,i,8%,-2%,6%,-3%,-0.1%,4,-4%
COc1ccc(C(CNC(=O)c2cccc(S(=O)(=O)Nc3ccccc3Cl)c2)N2CCOCC2)cc1 (stereo not given),?,i,18µM*,?,?,?,0.5%,-5,5%
Cc1cccc(-c2ccc3ncnc(NCc4cccs4)c3c2)c1,8%,i,21µM*,-3%,?,?,-0.8%,nt,-31%
Cc1ccccc1-c1n[nH]c(=S)n1Cc1ccccc1,7%,i,-6%,2%,8%,-9%,0.1%,-9,-27%
CCCN1CCC(=O)N(C(CSc2ccc(C)cc2)Cc2ccccc2)CC1 (stereo not given),nt,nt,21%,-3%,nt,?,nt,nt,-27%
COc1cccc(OC)c1C(=O)N1CCN(Cc2cccnc2)CC1,-25%,i,2%,0%,8%,-6%,1.8%,15,-4%
O=C(Cn1cnc2sc3c(c2c1=O)CCCC3)NCC(=O)Nc1ccccc1F,0%,i,3%,3%,-9%,10%,-0.1%,0,1%
OC1CN=C2Sc3ccccc3N2C1 (stereo not given),-8%,i,-8%,-7%,4%,7%,0.0%,32,-16%
CCc1ccc(NC(=O)c2cccnc2)cc1,2%,i,27%,1%,39%[activator],-13%,4.1%,-27,-21%
COC(=O)c1cccc(NC(=O)c2nn(C)c(=O)c3ccccc23)c1,?,i,-15%,0%,13%,-3%,9.4%,31,-6%
Cc1cccc(OCC(=O)Nc2ccc3c(c2)nc(CCN2CCCCC2)n3C)c1,-1%,?,-5%,1%,nt,0%,2.5%,-50*,-1%
O=C(O)c1cccc(CSc2nc(-c3ccccc3)cc(C(F)(F)F)n2)c1,1%,?,-4%,1%,-32%,3%,0.2%,-2,-13%

# A few values from the list:
# Nrf2 ARE act with `Cc1cc(Br)ccc1NC(=O)c1ccc(NS(=O)(=O)c2c(C)noc2C)cc1` = -0.2%
# Nrf2 ARE act with `CCCCc1nc2cc(C(=O)N(C)C3CCOCC3)ccc2o1` = 0.1%
# HepG2 viability with `CCCOc1ccc(CSC2=NCCN2)cc1[N+](=O)[O-]` = 1%
# IL1B secr inh with `COc1ccc(CNC(=O)C/C(C)=N/NC(=O)c2ccc([N+](=O)[O-])cc2Cl)cc1` = -2
# MCF10A rereplic with `CC(/C=C/c1ccccc1)=N\NC(=O)CCc1ccccc1` = -9%
# Nrf2 ARE act with `O=C(Cn1cnc2sc3c(c2c1=O)CCCC3)NCC(=O)Nc1ccccc1F` = -0.1%
